PKA-R1A activ – PKA-R1A complex activation; P00514+P68181; PKA-R1A dissociation, Cy5-IP20 fluorescence polarization; scaled: DMSO 0%, 113 µM cGMP 100%; activation, % at 11.4 µM; hit rate 0.083% among 340,000;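 active = percent activation above the mean of all tested compounds plus 3 SD, cut at about 19% in these data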;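 also: higher means more PKAc released from R1A so a rise in polarization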
AddAB inh – less growth of phage-infected E. coli with AddAB | E. coli expressing H. pylori AddAB, absorbance growth | inhibition, % at 11.9 µM | hit rate 0.29% among 330,000; in the data active = inhibition above about 12%;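 also: 0% = vehicle wells of infected cells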
SUMO Mot1 rescue – SUMOylation pathway inhibition by Mot1-301 growth rescue; S. cerevisiae Mot1-301 growth rescue, ATP luminescence, 38.5C; percent above DMSO median, 100 means doubled; growth rescue, % at 18.8 µM; AID 2716; hit rate 1% among 320,000;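 active = every valid replicate shows activation above 250% relative to neutral control wells; inactive = the rest, any valid replicate at or below 250%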;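 also: OY570 slx delta 5 strain wells were the positive control but not used for scaling; some compounds called inactive have numbers as strong as hits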
HTR5A inv ag – HTR5A inverse agonism, opioid heterodimer counter-screen | P47898 | HTR5A cell line, luminescence | inhibition, % at 9.3 µM | hit rate 0.083% among 340,000 | AID 504634; in the data active = inhibition mostly above about 23%, no sharp cut-off; inactive = mostly below about 18%;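 also: 0% = cells with DMSO and 100% = no-cell wells with DMSO; some compounds called inactive have numbers as strong as hits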
Target sequence (P47898 whole entry, looked up): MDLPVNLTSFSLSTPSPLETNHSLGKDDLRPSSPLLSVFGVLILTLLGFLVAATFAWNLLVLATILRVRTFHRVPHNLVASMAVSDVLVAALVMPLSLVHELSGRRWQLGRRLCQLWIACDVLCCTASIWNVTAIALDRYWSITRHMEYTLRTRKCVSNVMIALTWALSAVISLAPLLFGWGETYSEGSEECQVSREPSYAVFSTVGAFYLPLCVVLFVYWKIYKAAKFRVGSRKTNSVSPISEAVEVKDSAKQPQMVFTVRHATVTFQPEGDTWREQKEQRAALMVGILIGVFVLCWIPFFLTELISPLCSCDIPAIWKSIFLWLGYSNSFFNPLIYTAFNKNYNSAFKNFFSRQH
phage Ecoli inh – E. coli growth loss with phage present. growth absorbance. inhibition, % at 11.9 µM. hit rate 0.26% among 360,000. AID 651602; in the data active = inhibition above about 11%
OPRM1-OPRD1 ag – agonists of human mu-delta opioid receptor heterodimerization. cells, OPRM1-OPRD1 heterodimerization, luminescence. P35372+P41143. activation, % at 9.3 µM. hit rate 0.3% among 340,000; in the data active = activation above about 18%;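 also: 0% = vehicle-treated cells and 100% = reference agonist; values of inactives mirror those of a sister screen read the other way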
MOR-DOR inv ag – inverse agonist of human OPRM1-OPRD1 heterodimerization | inhibition, % at 9.3 µM | cell-based MOR-DOR heterodimer luminescence, inverse agonism | P35372+P41143 | hit rate 0.21% among 340,000; in the data active = inhibition above about 22%, passing the limit was not always enough;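 also: 0% = cells with DMSO and 100% = wells without cells with DMSO; values of inactives mirror those of a sister screen read the other way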
PKA-R2B activ – activators of human PKA-R2B complex; P22694+P31323; PKA-R2B holoenzyme dissociation, Cy5-IP20 fluorescence polarization; R2B truncated from residue 108, S112A mutant; 0% DMSO only, 100% 113 µM cGMP; activation, % at 11.4 µM; hit rate 0.079% among 340,000; AID 504700;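 active = activation above a cutoff set at the mean over all compounds plus 3 SD, cut at about 18% in these data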;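 also: higher means more holoenzyme dissociation and a rise in polarization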
Target sequence (P31323 whole entry, looked up, other chains not shown, the tested form may be a part): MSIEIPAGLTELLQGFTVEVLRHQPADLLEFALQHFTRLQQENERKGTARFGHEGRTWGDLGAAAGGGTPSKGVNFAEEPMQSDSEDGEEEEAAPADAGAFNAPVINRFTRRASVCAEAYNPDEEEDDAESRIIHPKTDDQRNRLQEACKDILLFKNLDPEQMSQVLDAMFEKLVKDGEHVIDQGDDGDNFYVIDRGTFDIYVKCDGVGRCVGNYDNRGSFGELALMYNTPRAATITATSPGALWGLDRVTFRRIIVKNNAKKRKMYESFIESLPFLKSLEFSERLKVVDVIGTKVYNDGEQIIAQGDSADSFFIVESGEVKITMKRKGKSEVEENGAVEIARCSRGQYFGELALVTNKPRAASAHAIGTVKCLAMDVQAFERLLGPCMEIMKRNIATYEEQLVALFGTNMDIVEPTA
E coli growth – counter-screen for AddAB inhibitors: E. coli growth inhibition | AID 449728 | inhibition, % at 11.9 µM | hit rate 0.27% among 330,000 | E. coli V3065 growth, OD600 absorbance, 18 h;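 active = inhibition above the campaign's mean inhibition across all tested compounds plus 3 SD, cut at about 9.9% in these data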;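 also: uninfected addAB+ strain grown without phage in ampicillin broth; 0% = DMSO wells and 100% = ciprofloxacin 0.95 µg/ml wells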
PfHsp90 set2 – reduces growth (ATP signal) of yeast expressing P. falciparum Hsp90; hit rate 0.32% among 310,000; inhibition, % at 9.4 µM; S. cerevisiae expressing PfHsp90, BacTiter-Glo ATP, 48 h; yeast lacking PDR1 and PDR3 efflux regulators;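 active = every replicate shows inhibition above about 80%, whatever the replicate mean, limit read from the data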;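 also: 0% = DMSO neutral controls and 100% = 20 µM radicicol positive controls; yeast relying on Plasmodium falciparum Hsp90 in place of its own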
Tat transport – blocks Tat-dependent protein export in E. coli | E. coli MC4100 TorA-mCherry Tat export, fluorescence | hit rate 0.036% among 340,000 | inhibition, % at 10 µM;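 active = mean replicate inhibition at least 50% and at least half of replicates individually reaching 50%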;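 also: exported cargo escapes ClpAP degradation while cytoplasmic cargo is degraded and loses fluorescence; 0% = median of neutral control wells and 100% = median of NaSCN control wells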
Active calls of the source: *; . = not tested or not shown.

SMILES	PKA-R1A activ	AddAB inh	SUMO Mot1 rescue	HTR5A inv ag	phage Ecoli inh	OPRM1-OPRD1 ag	MOR-DOR inv ag	PKA-R2B activ	E coli growth	PfHsp90 set2	Tat transport
O=C(NCC1CCCO1)c1cnn2c1NC(c1ccccc1)CC2C(F)(F)F (centres undefined)	-2.7	2.8	70.0	-0.5	-0.6	-1.9	10.4	-11.2	1.1	-21.1	-10.8
CCOC(=O)C1=C(CCc2ccccc2)NC(=O)NC1c1ccc2ccccc2c1 (centres undefined)	-8.4	1.1	-5.0	-0.8	1.0	4.7	-25.8	-7.5	0.2	-5.5	1.1
Cc1ccc(NC(=O)COC(=O)c2ccco2)cc1	-11.1	3.8	3.1	5.6	5.8	-4.0	20.1	-2.6	-1.6	-7.1	2.3
CCN(CC(=O)Nc1c(F)cccc1F)C(=O)c1cccc(S(=O)(=O)N2CCc3ccccc3C2)c1	-8.3	2.0	-9.3	-2.3	3.3	-1.6	8.7	-10.1	0.5	-2.9	2.4
CC(C)Sc1ncnc2c1cnn2-c1ccccc1	-1.2	3.8	11.9	7.8	1.0	-0.3	1.5	4.8	-0.5	14.5	-0.4
CC(=O)Nc1cccc2c1Cc1cc([N+](=O)[O-])ccc1-2	-8.6	.	.	8.7	3.7	1.6	-8.2	-5.6	.	2.9	-6.9
CC(=O)O[C@H]1CC(=O)OC(C)(C)C2CC(=O)[C@]3(C)C(CC[C@@](C)([C@@H](O[C@@H]4O[C@H](CO)[C@@H](O)[C@H](O)[C@H]4O)c4ccoc4)[C@@]34O[C@@H]4C(=O)O)[C@]21C (some centres undefined)	0.7	-0.8	7.9	1.9	2.8	-2.8	14.2	-5.6	-1.0	-38.8	2.7
O=S(=O)(c1ccc(Cl)s1)N1CCN(Cc2ccccc2)CC1	-4.4	1.2	-21.2	12.9	1.3	5.5	-22.9	-4.6	0.0	-41.2	4.2
Cc1ccc(/C=C2\CCC3=C2OC(N)=C(C#N)C3c2ccc(C)cc2)cc1 (centres undefined)	10.1	2.7	16.0	-24.2	.	0.9	-4.8	4.5	-0.6	-10.2	-6.5
CCOC(=O)c1c(C)oc2c1c(C(c1cccnc1)N1CCCCC1)c(O)c1ccccc12 (centres undefined)	-4.8	-0.5	-31.3	0.5	3.3	4.5	-22.5	5.1	-2.8	.	3.8
CN(C(=O)c1ccccn1)c1nnc(-c2ccccn2)s1	-10.8	0.6	.	2.6	3.5	0.8	-4.2	-4.5	2.3	-9.5	-4.1
COc1ccc(CNC(=O)CN2C(=O)c3ccc([N+](=O)[O-])cc3C2=O)cc1	4.6	0.2	-12.2	-5.2	-0.4	0.3	-1.4	-1.2	1.6	-12.2	3.2
CN(C)c1ccc(S(=O)(=O)N(C)C)cc1[N+](=O)[O-]	-1.5	5.8	-5.6	8.6	4.0	-1.9	10.8	-0.6	-0.6	10.4	-8.4
CC(C)[C@H](Nc1ncnc2c1oc1ccccc12)C(=O)O	-12.4	2.1	-8.3	-63.9	1.9	-3.3	17.0	-4.6	2.3	-7.9	2.6
Cc1nn(C)c(Oc2cccc(Cl)c2)c1C=O	-6.2	-1.2	-7.7	-6.8	0.5	-1.6	8.1	4.2	-1.6	-16.8	1.1
Cc1ccsc1/C=C1\CCc2ccccc2C1=O	8.0	0.9	-16.9	-8.2	0.6	2.6	-13.9	4.4	-2.3	.	7.0
COc1ccccc1C(=O)NCC(=O)NCc1cc(=O)n(C)c(=O)n1C	14.5	1.0	-9.2	4.2	3.5	-0.1	0.6	5.6	0.4	14.3	-0.8
Cc1ccc(S(=O)(=O)N2CCCCC2CCNC(=O)C(=O)NCc2ccncc2)cc1 (centres undefined)	0.1	-1.7	21.8	3.7	4.2	-0.5	2.4	-5.6	-1.0	-8.9	-1.8
CN(Cc1ccccc1)C(=O)Cn1c(=O)oc2cc(S(=O)(=O)NCc3ccccc3)ccc21	2.6	3.0	-6.3	-9.1	3.0	0.2	-1.0	-17.5	-0.5	-4.4	9.7
Cc1ccc(N=Nc2c(O)[nH]c(=O)[nH]c2=O)cc1S(=O)(=O)Nc1ccc(Br)cc1	-4.9	-1.6	-11.2	1.0	2.1	-1.5	7.9	-13.8	-1.9	-6.5	-4.4
O=C(O)c1ccc(N=NNc2cccc([N+](=O)[O-])c2)cc1	-6.3	1.1	13.2	3.1	0.6	4.0	-29.1	-1.1	2.2	-10.8	6.7
COC(=O)C1(C)CC1(c1ccccc1)c1ccccc1 (centres undefined)	-11.3	-0.2	-8.7	-12.7	2.3	7.9	-35.4	-1.0	-1.9	-11.4	17.0
COC(=O)Cn1c2ccc(C)cc2c2nc(C)sc21	2.6	1.4	.	4.4	1.3	-0.7	3.8	-1.1	1.2	11.0	-4.7
CSc1nc(-c2ccccc2)nc(N2CCN(C)CC2)c1C(C)=O	7.7	3.0	-0.8	8.4	0.2	0.1	-0.4	-2.5	-1.7	-22.8	-10.3
Cc1ccccc1C1CC(=O)c2ccccc2C1C (centres undefined)	-4.8	.	.	-5.3	2.7	12.6	-63.0	-1.3	.	22.2	3.6
COc1cc(=O)n2c(n1)SCCC2	-8.1	1.9	-20.0	4.9	2.2	-1.1	4.5	8.3	1.9	8.2	-1.4
O=C(Cn1c(=O)oc2ccccc21)NCC1COc2ccccc2O1 (centres undefined)	13.9	0.8	77.7	-4.2	0.2	-3.8	19.6	0.6	2.3	-20.9	-0.5
CCCCCCCCN1C(=O)N(C)C(N(O)C(=O)NC)C1(C)C (centres undefined)	-16.5	1.7	-4.3	5.4	.	-3.9	16.4	-3.6	-1.2	-12.1	-0.7
CCCCCCCCC1=NCCc2c1[nH]c1ccccc21	-10.0	3.5	-54.1	-0.8	9.0	-1.0	4.3	-2.0	3.4	-8.3	-3.8
CC(C)(C)NC(=O)c1ccccc1NC(=O)c1ccc2c(c1)OCO2	3.9	0.2	8.4	10.9	1.8	-0.6	3.0	-5.6	1.4	.	0.7
Cc1c(C(=O)NC2CCCc3ccccc32)oc2ccc(S(=O)(=O)N3CCCCC3)cc12 (centres undefined)	-5.2	2.1	-1.2	-8.0	3.1	-1.2	6.7	4.2	-2.1	-49.0	1.3
Cc1ccc(C(=O)COC(=O)CNC(=O)COc2ccccc2C)cc1C	4.1	0.8	-0.8	5.9	4.7	-2.3	11.1	-1.8	-0.4	-16.5	8.4
COc1ccccc1/C=C/c1nc2ccccc2c(=O)o1	-6.4	1.5	47.1	-26.3	-0.1	-3.5	17.1	-0.6	-0.9	-17.4	-8.0
COc1ccc(C2=NN(C(=O)c3ccccc3)C(c3ccc(OC)c(OC)c3)C2)cc1OC (centres undefined)	-0.7	.	.	8.7	1.6	-3.9	18.6	-19.1	.	-0.2	-7.5
C=CCNC(=S)NNC(=O)c1ccc(OC(C)C)cc1	-3.7	0.4	12.7	10.0	0.8	-3.6	15.6	4.3	-0.9	-6.1	2.8
C=CCc1c(C)nc(C)nc1N/N=C/c1ccccc1O	-3.0	-0.1	4.7	11.5	5.5	-2.2	11.5	9.7	0.4	51.0	0.7
O=S1(=O)N=C(N/N=C/C=C/c2ccccc2)c2ccccc21	-1.9	2.3	-5.6	18.1	2.9	-3.3	14.9	-5.1	2.3	-5.0	1.2
Cc1cccc(-c2nnc(SCC#N)n2-c2ccccc2)c1	-1.2	0.7	1.4	-11.6	3.2	-1.4	7.0	-0.5	0.6	3.2	2.1
COc1cc(C(=O)NNC(=O)c2ccc(NC(C)=O)cc2)cc(OC)c1OC	.	0.4	-6.9	.	5.5	.	.	.	0.6	-22.0	-0.4
CC(C)=C1SC(N2CCN(c3cccc(C(F)(F)F)c3)CC2)=NC1=O	-15.0	1.0	167.4	-2.5	3.6	-1.2	6.1	-5.1	0.7	.	2.2
C=C(C)CNC(=S)Nc1cccc(S(=O)(=O)NC2=NCCC2)c1	-2.9	-1.4	34.1	14.8	0.0	-2.1	9.7	-7.1	-2.5	13.4	16.8
COc1ccc(CCC(=O)N(C)CC(=O)Nc2ccc(N3CCOCC3)cc2)cc1	-5.1	-1.1	-1.9	8.6	-0.2	-3.5	16.5	-2.8	-1.1	5.2	-3.1
O=C(Nc1nnc(C2CCCCC2)s1)c1cccs1	0.2	0.1	1.3	-12.4	2.6	-1.4	5.9	-5.9	-1.9	-7.8	-0.7
O=[N+]([O-])c1ccc2nc(C(O)C(O)c3nc4ccc([N+](=O)[O-])cc4[nH]3)[nH]c2c1 (centres undefined)	-8.8	-1.0	5.2	0.4	0.5	-3.7	19.0	-8.9	-2.5	-0.5	3.4
Cc1cccc(NC(=O)CCC(=O)c2cccs2)n1	-1.5	3.2	-5.3	-22.6	1.5	1.1	-7.2	-3.7	0.8	.	13.9
Cc1cc(C)nc(SCCCNCc2c(F)cccc2Cl)n1	0.8	3.5	-23.8	-20.2	1.1	0.6	-3.1	8.0	-3.0	14.2	13.1
CCCN1C(=O)/C(=C\C=C2\N(CC)c3ccccc3C2(C)C)SC1=S	-0.3	.	.	19.8	2.2	-2.0	10.5	-5.4	.	12.7	-0.1
CCOc1ccc(NS(=O)(=O)c2ccc(NS(C)(=O)=O)cc2)cc1	4.8	-1.2	-20.6	18.3	-0.1	0.0	-0.2	-1.7	0.2	15.2	6.4
NS(=O)(=O)c1cccc(NC(=O)CCN2C(=O)C3CCCCC3C2=O)c1 (centres undefined)	-9.8	2.0	43.5	8.7	1.9	-3.5	18.6	-7.0	0.2	-9.4	0.4
CC(=O)Oc1c(C)c(=O)n(C)c2ccccc12	0.4	-0.5	-5.9	-6.9	2.0	-3.0	16.3	7.7	-0.4	-17.7	12.6

Two compounds from above with just PfHsp90 set2, AddAB inh and OPRM1-OPRD1 ag:
Molecule	PfHsp90 set2	AddAB inh	OPRM1-OPRD1 ag
Cc1cccc(NC(=O)CCC(=O)c2cccs2)n1	.	3.2	1.1
Cc1cc(C)nc(SCCCNCc2c(F)cccc2Cl)n1	14.2	3.5	0.6

(more compounds)
SMILES	PKA-R1A activ	AddAB inh	SUMO Mot1 rescue	HTR5A inv ag	phage Ecoli inh	OPRM1-OPRD1 ag	MOR-DOR inv ag	PKA-R2B activ	E coli growth	PfHsp90 set2	Tat transport
CC(=O)C1=C(C)Nc2ncnn2C1c1ccc(O)cc1 (centres undefined)	-9.4	-0.1	-17.2	-10.3	2.6	-2.4	11.1	4.4	1.3	-17.3	5.6
CCOC(=O)C1CCCN(S(=O)(=O)c2ccc3c(c2)NC(=O)CO3)C1 (centres undefined)	12.1	1.4	.	-1.0	-1.3	-0.2	1.0	-0.1	-1.5	-30.2	-2.7
CCN(CC)C(=O)Cn1cc(S(=O)(=O)CC(=O)NCCc2ccc(OC)c(OC)c2)c2ccccc21	-9.2	0.8	383.6*	1.1	1.4	-1.2	5.8	-5.9	-0.5	8.2	-5.6
Cc1ccc(NC(=O)CSc2nnc(CNC(=O)c3ccco3)n2C)cc1	7.5	3.8	8.4	6.6	2.0	0.0	-0.3	3.4	1.1	-23.2	-6.9
O=c1c([N+](=O)[O-])c(N2CCCC2)c2ccccc2n1-c1ccccc1	-1.7	0.8	31.6	-1.2	-0.8	-0.2	0.8	1.5	0.0	11.5	1.4

High-throughput results: PubChem BioAssay, several laboratories
